NSD2 block: NSD2 (human) methyltransferase inhibition; O96028; NSD2-SET H3K36me1 DELFIA fluorescence, biochemical; inhibition, % at 12.5 µM; actives 0.07% (n = 44,000); AID 624260; in the data active = inhibition above about 54%, passing the limit was not always enough;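 also: inhibitors reduce the monomethyl H3K36 fluorescence signal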
An asterisk follows results filed as active.

What do the screens show for `C[C@@H]1CCCCO[C@H](CN(C)CC2CC2)[C@@H](C)CN([C@@H](C)CO)C(=O)c2cc(NS(=O)(=O)c3ccc(F)cc3)ccc2O1`?
NSD2 block: 8

Results for C[C@H](CO)N1C[C@H](C)[C@@H](CN(C)C(=O)Nc2ccc3c(c2)OCO3)Oc2ncc(C#CC3(O)CCCC3)cc2C1=O ?
NSD2 block: -6

How did COc1ccc(S(=O)(=O)Nc2ccc3c(c2)C(=O)N([C@@H](C)CO)C[C@H](C)[C@@H](CN(C)C(=O)c2ccncc2)OCCCC[C@H](C)O3)cc1 do in these assays?
NSD2 block: 3

Results for C[C@H](CO)N1C[C@H](C)[C@@H](CN(C)S(=O)(=O)c2ccc(F)cc2)Oc2ccc(NC(=O)C3CC3)cc2C1=O ?
NSD2 block: 0

Results for CCOC(=O)N(C)C[C@@H]1OCc2cn(nn2)CCCC(=O)N([C@H](C)CO)C[C@@H]1C ?
NSD2 block: 4

How did C[C@@H]1CCCCO[C@@H](CN(C)C(=O)CCC(F)(F)F)[C@H](C)CN([C@H](C)CO)C(=O)c2cc(NC(=O)c3ccccc3)ccc2O1 do in these assays?
NSD2 block: -6

Results for C[C@@H]1CN([C@@H](C)CO)S(=O)(=O)c2ccc(C#Cc3ccccc3F)cc2O[C@H]1CN(C)C(=O)Cc1ccncc1 ?
NSD2 block: 1

How did CNC[C@@H]1Oc2ccc(NC(=O)Cc3cn(C)c4ccccc34)cc2CC(=O)N([C@H](C)CO)C[C@H]1C do in these assays?
NSD2 block: 2

How did Cc1ccc(S(=O)(=O)N(C)C[C@H]2Oc3ccc(NC(=O)CCN4CCOCC4)cc3CC(=O)N([C@H](C)CO)C[C@H]2C)cc1 do in these assays?
NSD2 block: 4

Results for CCCC#Cc1ccc2c(c1)O[C@@H](CN(C)C(=O)COC)[C@H](C)CN([C@H](C)CO)S2(=O)=O ?
NSD2 block: -63

How did C[C@@H]1CN([C@H](C)CO)S(=O)(=O)c2ccc(C3=CCCC3)cc2O[C@H]1CN(C)CC1CCCC1 do in these assays?
NSD2 block: 1

How did COc1ccc(S(=O)(=O)Nc2cccc3c2O[C@H](CN(C)Cc2ccncc2)[C@@H](C)CN([C@H](C)CO)C3=O)cc1 do in these assays?
NSD2 block: 3

How did C[C@H]1CN([C@@H](C)CO)S(=O)(=O)c2ccc(C#CCN(C)C)cc2O[C@@H]1CN(C)C(=O)Nc1ccccc1F do in these assays?
NSD2 block: 14

How did O=C(O)CCCCCCC(=O)NN=C1CCCCCCC1 do in these assays?
NSD2 block: -2

How did Cc1ccc(-c2ccc3c(c2)O[C@H](CN(C)Cc2ccncc2)[C@H](C)CN([C@H](C)CO)S3(=O)=O)cc1 do in these assays?
NSD2 block: 0

Results for C[C@H](CO)N1C[C@H](C)[C@@H](CN(C)C)Oc2cc(C#Cc3ccccc3F)ccc2S1(=O)=O ?
NSD2 block: 31

How did COC(=O)CCCCCCC(=O)N/N=C/[C@H](O)[C@@H](O)[C@H](O)[C@H](O)CO[C@H]1O[C@H](CO)[C@H](O)[C@H](O)[C@H]1O do in these assays?
NSD2 block: -2

What do the screens show for `COC(=O)C(CC#Cc1ccc2c(c1)[C@]1(C(=O)N2)[C@H](c2ccc(O)cc2)N2[C@H](c3ccccc3)[C@H](c3ccccc3)OC(=O)[C@H]2[C@@H]1C(N)=O)C(=O)OC`?
NSD2 block: -4

What do the screens show for `C[C@H]1CN([C@@H](C)CO)C(=O)c2cc(C#Cc3cccnc3)cnc2O[C@@H]1CN(C)S(=O)(=O)c1ccccc1F`?
NSD2 block: -1

Results for C[C@H]1CN([C@@H](C)CO)C(=O)CCCn2cc(nn2)CO[C@H]1CN(C)S(=O)(=O)c1ccc(-n2cccn2)cc1 ?
NSD2 block: 0

How did CCS(=O)(=O)N[C@H]1C=C[C@@H](CC(=O)NCc2ccc(Cl)cc2)O[C@H]1CO do in these assays?
NSD2 block: 0

How did C[C@H](CO)N1C[C@H](C)[C@@H](CN(C)CC2CCOCC2)Oc2ncc(-c3cccc(F)c3)cc2C1=O do in these assays?
NSD2 block: -1

How did Cc1noc(C)c1NC(=O)Nc1ccc2c(c1)CC(=O)N([C@H](C)CO)C[C@H](C)[C@H](CN(C)CC1CC1)O2 do in these assays?
NSD2 block: 1

How did O=C(c1ccc(O)cc1)c1c(O)cc(O)c([C@@H]2O[C@H](CO)[C@@H](O)[C@H](O)[C@H]2O)c1O do in these assays?
NSD2 block: 0

How did CNC[C@@H]1OCCCC[C@H](C)Oc2ccc(NC(=O)Nc3cccc4ccccc34)cc2C(=O)N([C@H](C)CO)C[C@@H]1C do in these assays?
NSD2 block: 4

How did CC(C)NC(=O)N(C)C[C@@H]1OCc2cnnn2CCCC(=O)N([C@H](C)CO)C[C@H]1C do in these assays?
NSD2 block: 6

How did C[C@@H]1CN([C@@H](C)CO)C(=O)c2cc(/C=C/c3ccccc3)cnc2O[C@@H]1CN(C)S(=O)(=O)c1cccs1 do in these assays?
NSD2 block: -4

How did C/C=C/c1cnc2c(c1)C(=O)N([C@@H](C)CO)C[C@@H](C)[C@@H](CN(C)C(=O)Cc1ccccc1)O2 do in these assays?
NSD2 block: -2

How did Cc1ccc(S(=O)(=O)N(C)C[C@@H]2Oc3ccc(NC(=O)NC4CCCCC4)cc3C(=O)N([C@H](C)CO)C[C@H]2C)cc1 do in these assays?
NSD2 block: 3

What do the screens show for `C[C@H](CO)N1C[C@H](C)[C@H](CN(C)C)Oc2ccc(NC(=O)Nc3ccc(F)cc3)cc2C1=O`?
NSD2 block: 0

What do the screens show for `CCC(=O)N(C)C[C@H]1Oc2cc(-c3cccnc3)ccc2S(=O)(=O)N([C@H](C)CO)C[C@@H]1C`?
NSD2 block: -3

How did C[C@H]1CN([C@@H](C)CO)C(=O)Cc2cc(NC(=O)Nc3ccccc3)ccc2O[C@H]1CN(C)S(=O)(=O)c1ccc(Cl)cc1 do in these assays?
NSD2 block: -12

How did C[C@@H]1CN([C@H](C)CO)C(=O)c2cccc(NC(=O)CCCCCC(=O)Nc3ccccc3N)c2O[C@@H]1CN(C)C(=O)Nc1ccc2c(c1)OCO2 do in these assays?
NSD2 block: -6

How did CC(C)NC(=O)Nc1ccc2c(c1)C(=O)N([C@@H](C)CO)C[C@H](C)[C@H](CN(C)C(=O)Cc1ccccc1)OCCCC[C@@H](C)O2 do in these assays?
NSD2 block: 3

Results for C=CC1c2cc(OC)c(OC)cc2CC(C)N1Cc1ccc(OC)cc1 (stereo not given) ?
NSD2 block: -1

Results for COc1ccc(S(=O)(=O)N(C)C[C@H]2Oc3ccc(NS(=O)(=O)c4ccccc4)cc3CC(=O)N([C@@H](C)CO)C[C@@H]2C)cc1 ?
NSD2 block: -1

How did O=C(C[C@@H]1C[C@@H]2c3cc(NC(=O)Nc4ccccc4)ccc3O[C@@H]2[C@@H](CO)O1)NCc1ccccn1 do in these assays?
NSD2 block: 40

How did COc1ccc(S(=O)(=O)N(C)C[C@H]2Oc3ccc(NC(=O)CCN4CCOCC4)cc3C(=O)N([C@@H](C)CO)C[C@H]2C)cc1 do in these assays?
NSD2 block: 0

How did C[C@H]1CN([C@@H](C)CO)C(=O)Cc2cc(NC(=O)CCCCCC(=O)Nc3ccccc3N)ccc2O[C@H]1CN(C)Cc1ccc(-c2ccccc2)cc1 do in these assays?
NSD2 block: -3

Results for C[C@@H]1CN([C@H](C)CO)C(=O)Cc2cc(NC(=O)C3CC3)ccc2O[C@H]1CN(C)CC1CCCCC1 ?
NSD2 block: 21

What do the screens show for `Cc1ccc(S(=O)(=O)N(C)C[C@@H]2OCCCC[C@H](C)Oc3ccc(N(C)C)cc3C(=O)N([C@@H](C)CO)C[C@@H]2C)cc1`?
NSD2 block: 6

What do the screens show for `C[C@@H]1CN([C@@H](C)CO)C(=O)Cc2cc(NS(=O)(=O)c3cccs3)ccc2O[C@@H]1CN(C)S(=O)(=O)c1ccc(F)cc1`?
NSD2 block: 8

What do the screens show for `O=C(C(NS(=O)(=O)c1cccc2nsnc12)c1ccccc1)N1CCc2ccccc21` (stereo not given)?
NSD2 block: -3

Results for CC(C)C#Cc1ccc2c(c1)O[C@@H](CN(C)S(=O)(=O)c1cn(C)cn1)[C@H](C)CN([C@H](C)CO)S2(=O)=O ?
NSD2 block: -1

What do the screens show for `Cc1noc(C)c1NC(=O)Nc1ccc2c(c1)C(=O)N([C@H](C)CO)C[C@@H](C)[C@@H](CN(C)S(=O)(=O)c1ccc(Cl)cc1)O2`?
NSD2 block: -4

Results for O=C(CCCCC(=O)N/N=C/c1ccccc1)NO ?
NSD2 block: -3

Results for C[C@@H]1CCCCO[C@H](CN(C)C(=O)NC2CCCCC2)[C@H](C)CN([C@H](C)CO)C(=O)c2cc(NC(=O)Nc3cccc4ccccc34)ccc2O1 ?
NSD2 block: 2

How did C[C@@H]1CN([C@@H](C)CO)C(=O)Cc2cc(NC(=O)CCC(F)(F)F)ccc2O[C@H]1CN(C)C(=O)Nc1ccc2c(c1)OCO2 do in these assays?
NSD2 block: -1

Results for C[C@@H]1CN([C@@H](C)CO)C(=O)c2cccc(NS(=O)(=O)c3ccccc3)c2O[C@H]1CN(C)C(=O)NC1CCCCC1 ?
NSD2 block: -2

Results for C1=C(CN2CCOCC2)COc2c1cccc2OCC1CNCCO1 (stereo not given) ?
NSD2 block: 0

How did COCC#Cc1cnc2c(c1)C(=O)N([C@@H](C)CO)C[C@@H](C)[C@H](CN(C)Cc1ccccc1F)O2 do in these assays?
NSD2 block: 3

What do the screens show for `C[C@H]1CN([C@@H](C)CO)C(=O)c2ccccc2-c2ccccc2CO[C@@H]1CN(C)C(=O)c1ccc(F)cc1`?
NSD2 block: 1

Results for O=c1cc(O)c2sc3nc(-c4cccs4)cc(C(F)(F)F)c3c2[nH]1 ?
NSD2 block: 0

What do the screens show for `C[C@@H]1CN([C@H](C)CO)C(=O)CCCn2cc(nn2)CO[C@@H]1CN(C)C(=O)Nc1ccc(N2CCN(C)CC2)cc1`?
NSD2 block: 2

What do the screens show for `C[C@H]1CN([C@@H](C)CO)C(=O)c2cc(Br)cnc2O[C@H]1CN(C)C(=O)c1ccccc1F`?
NSD2 block: 6

Results for C[C@H](CO)N1C[C@H](C)[C@@H](CN(C)Cc2ccc(C(=O)Nc3ccccc3N)cc2)Oc2c(NS(=O)(=O)c3cccs3)cccc2C1=O ?
NSD2 block: 0

Results for C[C@@H]1CCCCO[C@H](CN(C)C(=O)C2CCCCC2)[C@H](C)CN([C@H](C)CO)C(=O)c2cc(NC(=O)NC3CCCCC3)ccc2O1 ?
NSD2 block: 0

What do the screens show for `COc1ccccc1S(=O)(=O)N(C)C[C@@H]1Oc2cc(C#CCC3CCCC3)ccc2S(=O)(=O)N([C@H](C)CO)C[C@H]1C`?
NSD2 block: -17

What do the screens show for `Cc1ccc(S(=O)(=O)N(C)C[C@H]2Oc3c(NS(=O)(=O)c4ccc(F)cc4)cccc3C(=O)N([C@@H](C)CO)C[C@@H]2C)cc1`?
NSD2 block: -4

Results for CCOc1cccc(/C=N/NC(=O)CCCCCCC(=O)OC)c1OCC ?
NSD2 block: 1

The closing seven compounds of the section before are carried over, then new ones follow.
What do the screens show for `C[C@@H]1CN([C@H](C)CO)C(=O)CCCn2cc(nn2)CO[C@@H]1CN(C)C(=O)Nc1ccc(N2CCN(C)CC2)cc1`?
NSD2 block: 2

What do the screens show for `C[C@H]1CN([C@@H](C)CO)C(=O)c2cc(Br)cnc2O[C@H]1CN(C)C(=O)c1ccccc1F`?
NSD2 block: 6

Results for C[C@H](CO)N1C[C@H](C)[C@@H](CN(C)Cc2ccc(C(=O)Nc3ccccc3N)cc2)Oc2c(NS(=O)(=O)c3cccs3)cccc2C1=O ?
NSD2 block: 0

Results for C[C@@H]1CCCCO[C@H](CN(C)C(=O)C2CCCCC2)[C@H](C)CN([C@H](C)CO)C(=O)c2cc(NC(=O)NC3CCCCC3)ccc2O1 ?
NSD2 block: 0

What do the screens show for `COc1ccccc1S(=O)(=O)N(C)C[C@@H]1Oc2cc(C#CCC3CCCC3)ccc2S(=O)(=O)N([C@H](C)CO)C[C@H]1C`?
NSD2 block: -17

What do the screens show for `Cc1ccc(S(=O)(=O)N(C)C[C@H]2Oc3c(NS(=O)(=O)c4ccc(F)cc4)cccc3C(=O)N([C@@H](C)CO)C[C@@H]2C)cc1`?
NSD2 block: -4

Results for CCOc1cccc(/C=N/NC(=O)CCCCCCC(=O)OC)c1OCC ?
NSD2 block: 1

Results for COc1ccc(CN(C)C[C@H]2Oc3ccc(NC(=O)Nc4ccc(C(F)(F)F)cc4)cc3CC(=O)N([C@H](C)CO)C[C@H]2C)cc1 ?
NSD2 block: -3

What do the screens show for `CCC(=O)N(C)C[C@H]1Oc2ncc(-c3ccccc3F)cc2C(=O)N([C@H](C)CO)C[C@H]1C`?
NSD2 block: 1

Results for CCCN(C)C[C@H]1Oc2cc(Br)ccc2S(=O)(=O)N([C@H](C)CO)C[C@H]1C ?
NSD2 block: 3

Results for Cc1noc(C)c1S(=O)(=O)Nc1ccc2c(c1)C(=O)N([C@H](C)CO)C[C@@H](C)[C@@H](CN(C)S(=O)(=O)c1cn(C)cn1)O2 ?
NSD2 block: -7

What do the screens show for `C[C@H](CO)N1C[C@H](C)[C@H](CN(C)S(C)(=O)=O)Oc2ccc(NC(=O)Cc3ccccc3)cc2C1=O`?
NSD2 block: 3

How did CCCC(O)C#Cc1cnc2c(c1)C(=O)N([C@H](C)CO)C[C@H](C)[C@H](CN(C)Cc1ccc3c(c1)OCO3)O2 (stereo not given in full) do in these assays?
NSD2 block: -1

Results for C[C@H](CO)N1C[C@H](C)[C@H](CN(C)S(=O)(=O)c2ccccc2F)OCc2ccccc2-c2ccccc2C1=O ?
NSD2 block: 0

What do the screens show for `C[C@H]1CN([C@@H](C)CO)S(=O)(=O)c2ccc(C#CC3CC3)cc2O[C@@H]1CN(C)Cc1ccncc1`?
NSD2 block: -2

Results for CNC[C@@H]1OCCCC[C@@H](C)Oc2ccc(NC(=O)Nc3ccc(OC)cc3)cc2C(=O)N([C@H](C)CO)C[C@H]1C ?
NSD2 block: 3

How did C[C@@H]1CN([C@@H](C)CO)C(=O)Cc2cc(NC(=O)NC3CCCCC3)ccc2O[C@@H]1CN(C)Cc1ccc(C(=O)Nc2ccccc2N)cc1 do in these assays?
NSD2 block: 2

A portion of the library, so the mix of outcomes need not match the whole.
